IkB sig inh: IkB pathway inhibition in ABC-DLBCL cells. ABC-DLBCL IkBa-CBG/CBR dual luciferase ratio, 4 h; response scale: scaled: untreated 0%, proteasome inhibitor 100%. Potency, µM (top dose mostly 57.1 µM), inactives show top-dose IkBa stabilization activation. 0.04% of 110,000 active. AID 445; active = well fitted curve in the direction sought with a large enough effect in the signal ratio, not every such curve was filed as active; inconclusive = small, poorly fitted or top-dose-only effect, or a change in a side signal; the % refers to the signal ratio;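 also: the direction sought is a rising ratio; 0% = basal untreated cells and 100% = reference inhibitor full response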
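Curves were fitted separately to fusion (green), unfused (red) and ratio luminescence, then classed by r2, magnitude and activity. Cells: OCI-Ly3, 4 h compound plus doxycycline at 37C; 10 uM MG-132 defined full response.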
Peg3 imprint: inducers of genomic imprint erasure in mouse ES cells; Potency, µM (titrated, usually from 60.7 µM), for inactives: top-dose activity change, positive = activation, actives largely listed as activators; AID 1948; mouse ES Peg3-LacZ reporter, beta-gal luminescence, 40 h; 0.02% of 110,000 active;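 also: 0% = negative control wells on the plate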
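Each well holds 300 Peg3LacZ-Neo (maternal) female ES cells incubated 40 h at 37C, 5% CO2. LacZ is measured by BetaGlo luminescence, with AC50 and maximum efficacy derived from dose-response curves.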
p53ts 32C kill: cytotoxicity in p53ts cells at permissive temperature; Potency, µM (highest dose often 46.1 µM), inactives show top-dose activity change, negative = cytotoxicity, usual class: cytotoxic; 0.93% of 130,000 active; H1299-p53A138V at 32C, ATP luminescence viability, 24 h;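 also: 0% = DMSO and -100% = full killing by reference compound; nearly all actives have a fitted effect of over 55% in size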
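ATP-content luminescence (ATPlite) read-out after 24 h compound exposure at 32C in H1299-p53A138V cells (600/well). Tested up to 46 uM. Normalized to DMSO (0%) and 100 uM tamoxifen (100% killing); Hill-fit AC50.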
p53ts 39C tox: kills p53ts cells at the nonpermissive temperature; H1299-p53A138V viability at 39C, ATP luminescence, 24 h; Potency, µM (doses to about 46.1 µM), inactives show at the highest dose activity change, negative = cell killing, most hits filed as cytotoxic; 1.5% of 130,000 active; also: nearly all actives have a fitted effect of over 55% in size
The depositor's hits bear a star; ? = inconclusive; . = no result given; & = joins results of further samples; [ ] = remark or other dose. Unless noted, calls follow the shape of the dose curve; as a rule, active = well fitted curve in the direction sought with a large enough effect; inconclusive = small, poorly fitted or top-dose-only effect, or another doubt; inactive = no such curve, though single readings can be large; an effect the other way counts as inactive or inconclusive. Unless noted, % is scaled to controls: 0 for no effect and ±100 for the full control effect; potency is read from the fitted curve at half-maximal effect. A portion of the library, so the mix of outcomes need not match the whole.

1. CCOC(=O)NNc1nncc2ccccc12
2. C#C[C@@]1(O)CCC2C3CCC4=CC(=O)CCC4C3CC[C@@]21CC (some centres not stated)
3. CCC(Sc1nc2ccccc2c2nc(CCn3cncc3C)nn12)C(=O)Nc1cccc(OC)c1 (configuration not stated)
4. CCc1c2c(nc3ccc(OC(=O)N4CCC(N5CCCCC5)CC4)cc13)-c1cc3c(c(=O)n1C2)COC(=O)[C@]3(O)CC
5. Cc1cccc(Nc2cc(Cl)nc(SCC(=O)O)n2)c1C
6. Cc1cc(C)cc(OCC2CNC(=O)O2)c1 (configuration not stated)

Assay by compound	1	2	3	4	5	6
Peg3 imprint	-19%	-9%	-9%[10.9 µM]	-16%	-10%[10.9 µM]	-19%
IkB sig inh	-1.0%[25.6 µM]	.	-2.4%	.	2.2%[11.4 µM]	.
p53ts 32C kill	-3%	11%	?	-25%	8%	8%
p53ts 39C tox	6%	-1%	?	-19%	-19%	-1%

A second format for some results above:
| item | canonical_smiles | Peg3 imprint | IkB sig inh | p53ts 32C kill | p53ts 39C tox |
| --- | --- | --- | --- | --- | --- |
| 1 | CCOC(=O)NNc1nncc2ccccc12 | -19% | -1.0%[25.6 µM] | -3% | 6% |
| 2 | C#C[C@@]1(O)CCC2C3CCC4=CC(=O)CCC4C3CC[C@@]21CC (some centres not stated) | -9% | . | 11% | -1% |
| 3 | CCC(Sc1nc2ccccc2c2nc(CCn3cncc3C)nn12)C(=O)Nc1cccc(OC)c1 (configuration not stated) | -9%[10.9 µM] | -2.4% | ? | ? |
| 4 | CCc1c2c(nc3ccc(OC(=O)N4CCC(N5CCCCC5)CC4)cc13)-c1cc3c(c(=O)n1C2)COC(=O)[C@]3(O)CC | -16% | . | -25% | -19% |
| 5 | Cc1cccc(Nc2cc(Cl)nc(SCC(=O)O)n2)c1C | -10%[10.9 µM] | 2.2%[11.4 µM] | 8% | -19% |
| 6 | Cc1cc(C)cc(OCC2CNC(=O)O2)c1 (configuration not stated) | -19% | . | 8% | -1% |

Further compounds follow.
7. COc1ccc(/C=C\C(=O)Nc2ccccc2C(=O)O)cc1OC
8. CCn1cc(C(=O)O)c(=O)c2cc(F)c(N3CCNCC3)nc21
9. Nc1ncnc2nc[nH]c12
10. Nc1c2c(nc3ccccc13)CCCC2O (configuration not stated)
11. O=c1ccn([C@H]2C[C@H](O)[C@@H](CO)O2)c(=O)[nH]1
12. CCOc1ccc(NC(=O)Cn2cc(C(=O)c3cccs3)c3ccccc32)cc1

Assay by compound	7	8	9	10	11	12
Peg3 imprint	-66%[inhibitor]	-16%	2%	-14%&-15%	-5%	8%[10.9 µM]
IkB sig inh	?	0.3%[25.6 µM]	.	.	.	?
p53ts 32C kill	16µM*	5%	19%	-5%	7%	19%
p53ts 39C tox	13µM*	1%	13%	10%	-2%	4%

13. COc1cc([C@H]2Oc3cc([C@H]4Oc5cc(O)cc(O)c5C(=O)[C@@H]4O)ccc3O[C@@H]2CO)ccc1O
14. Cc1ccnc(NC(c2cccc(O)c2)c2ccc3ccc(C)nc3c2O)c1 (configuration not stated)
15. Cc1ccccc1C(=O)Nc1cccc(-c2nc3cccnc3s2)c1
16. COc1ccccc1OCCNCC(O)COc1cccc2[nH]c3ccccc3c12 (configuration not stated)
17. COc1ccccc1OC[C@H](O)COC(N)=O
18. CCCCNC(=O)[C@@H]1Cc2ccccc2N1C(=O)[C@H](N)CC

Assay by compound	13	14	15	16	17	18
Peg3 imprint	-5%	-9%[10.9 µM]	-9%[10.9 µM]	-36%[inhibitor]	?	1%
IkB sig inh	5.4%	?	-1.2%	.	1.4%[25.6 µM]	0.1%
p53ts 32C kill	9%[1.84 µM]	-11%	0%	-15%	-1%[20.6 µM]	-8%
p53ts 39C tox	23%	6%	5%	-8%	-9%[20.6 µM]	-3%

19. CCCOC(=O)c1ccc(O)cc1
20. CCCCC1C(=O)N(c2ccccc2)N(c2ccccc2)C1=O
21. COc1ccc(-c2cc(=O)c3c(O)c(OC)c(OC)c(OC)c3o2)cc1OC
22. Cc1cccc(C)c1NC(=O)C1CCCCN1C (configuration not stated)
23. COc1cc2nc(N3CCN(C(=O)[C@H]4COc5ccccc5O4)CC3)nc(N)c2cc1OC
24. CCC(=O)O[C@@]1(C(=O)SCF)[C@@H](C)C[C@H]2[C@@H]3C[C@@H](F)C4=CC(=O)C=C[C@@]4(C)[C@]3(F)[C@@H](O)C[C@]21C

Assay by compound	19	20	21	22	23	24
Peg3 imprint	-1%&4%	-10%&-15%&-2%	2%	-9%	.	-8%[16.8 µM]
IkB sig inh	-3.3%&-4.0%	?	.	.	-15%	?
p53ts 32C kill	4%&-17%[1.84 µM]	11%[1.84 µM]	-10%	-6%	?	-4%[20.6 µM]
p53ts 39C tox	0%&12%	9%	9%	-14%	3%	-2%[20.6 µM]

25. Cc1cccc(NC(c2ccccc2F)c2ccc3ccc(C)nc3c2O)n1 (configuration not stated)
26. Cc1ccc(Nc2nc3ccccc3c3nnc(C)n23)c(C)c1
27. NC(N)=NC(=O)Cc1c(Cl)cccc1Cl
28. COc1cc([C@@H]2Oc3cc([C@H]4Oc5cc(O)cc(O)c5C(=O)[C@H]4O)ccc3O[C@H]2CO)ccc1O
29. COc1ccc(CNC(=O)Nc2ccc3c(c2)N(C)C(=O)c2ccccc2S3)cc1OC
30. CC1c2cccc(O)c2C(O)=C2C(=O)[C@]3(O)C(O)=C(C(N)=O)C(=O)C(N(C)C)C3C(O)C21 (some centres not stated)

Assay by compound	25	26	27	28	29	30
Peg3 imprint	-13%[10.9 µM]	-6%[10.9 µM]	-13%	-16%	6%[10.9 µM]	-15%
IkB sig inh	14%	?	0.3%	0.7%[11.4 µM]	1.4%	.
p53ts 32C kill	20%	7%	8%	30%	1%	-5%
p53ts 39C tox	15%	4%	-9%	12%	14%	-8%

In the list so far, three have a COOH group:
5. Cc1cccc(Nc2cc(Cl)nc(SCC(=O)O)n2)c1C
7. COc1ccc(/C=C\C(=O)Nc2ccccc2C(=O)O)cc1OC
8. CCn1cc(C(=O)O)c(=O)c2cc(F)c(N3CCNCC3)nc21

Assay by compound	5	7	8
Peg3 imprint	-10%[10.9 µM]	-66%[inhibitor]	-16%
IkB sig inh	2.2%[11.4 µM]	?	0.3%[25.6 µM]
p53ts 32C kill	8%	16µM*	5%
p53ts 39C tox	-19%	13µM*	1%

(cont.)
31. COc1ccc(OCC(=O)Nc2cc(-c3nc4ccccc4s3)ccc2C)cc1
32. Cc1ccc(NC(=O)Cn2c(=O)n(CCC(=O)N3CCc4ccccc4C3)c(=O)c3ccccc32)c(C)c1
33. C[C@H](CCC(=O)O)[C@H]1CC[C@@H]2[C@H]3[C@@H](CC[C@@]21C)[C@]1(C)CC[C@H](O)C[C@@H]1C[C@@H]3O
34. Cc1cccc2nc(-c3ccccn3)c(Nc3ccccc3)n12

Assay by compound	31	32	33	34
Peg3 imprint	-16%[10.9 µM]	-9%[10.9 µM]	7%[16.8 µM]	-13%[10.9 µM]
IkB sig inh	1.9%	16%	0.1%[25.6 µM]	2.7%
p53ts 32C kill	-25%	6%	-4%[20.6 µM]	-22%
p53ts 39C tox	16µM*	0%	7%[20.6 µM]	-24%

Screening data deposited in PubChem BioAssay by National Center for Advancing Translational Sciences (NCATS).
